# H37Rv inhibition = M. tuberculosis growth inhibition, HTS (AID 449762). M. tuberculosis H37Rv growth inhibition, 7H9 media; higher % means a stronger effect. inhibition, % at 25 µM; hits with a dose series show IC50 in µM. 330,000 tested, 0.59% active; in the data active = a potency from the dose series; inconclusive = inhibition above about 70% without an active follow-up result;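 also: bacterial growth assessed after seven days of incubation; strong numbers were not always called active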
# influenza NS1A = H1N1 influenza NS1A inhibitors, functional cell based assay (AID 504329). 340,000 tested, 0.3% active. NS1A functional cell-based assay, percent inhibition; higher % means a stronger effect. inhibition, % at 12.5 µM; hits with a dose series show IC50 in µM; in the data active = a potency from the dose series; inconclusive = inhibition above about 27% without an active follow-up result; also: strong numbers were not always called active
# VEEV TC-83 Vero = inhibitors of VEEV TC-83 cytopathic effect, confirmation, Vero cells (AID 588727) | Vero cells, VEEV TC-83 cytopathic effect inhibition; higher % means a stronger effect | inhibition, % at 20 µM, or IC50 in µM where a hit was titrated | 350,000 tested, 0.13% active; in the data active = a potency from the dose series; inconclusive = inhibition mostly from about 14% at the one dose, without a potency; inactive = the rest, 99 in 100 with inhibition below about 12%; also: strong numbers were not always called active
# M. tuberculosis = growth inhibition of non-replicating M. tuberculosis (AID 488890). Mycobacterium tuberculosis non-replicating, growth inhibition; higher % means a stronger effect. inhibition, % at 25 µM, or IC50 in µM where a hit was titrated. 320,000 tested, 0.39% active; in the data active = a potency from the dose series; inconclusive = inhibition mostly from about 82% at the one dose, without a potency; inactive = the rest, 99 in 100 with inhibition below about 76%;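 also: plate controls were DMSO cells for no effect and high antibiotic wells for full effect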
# PhoP GFP inhibition = PhoP regulon inhibitors, Salmonella typhi PhoP promoter GFP reporter, confirmatory (AID 1850). Salmonella Typhi PhoP-promoter GFP reporter, fluorescence, 4 h; higher % means a stronger effect. inhibition, % at 50 µM; hits with a dose series show IC50 in µM. 310,000 tested, 0.33% active; in the data active = a potency from the dose series; inconclusive = inhibition mostly from about 25% at the one dose, without a potency; inactive = the rest, 99 in 100 with inhibition below about 19%;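 also: 0% = induced wells with vehicle and 100% = uninduced wells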
# VEEV TC-83 Vero 10K pilot screen = second read-out of VEEV TC-83 Vero, no call of its own (marks repeat the call); inhibition, %; measured here: 10K pilot screen inhibition
# * = called active by the depositor; i = inactive; ? = inconclusive; / = no result given.
SMILES,H37Rv inhibition,influenza NS1A,VEEV TC-83 Vero,M. tuberculosis,PhoP GFP inhibition,others
O=C(O)CCC(=O)N1CCN(c2nc(-c3ccccc3)c3cc(Br)ccc3n2)CC1,10%,-12%,0.2%,39%,-12%,
CN(C)CCCN(C(=O)c1ccc(S(=O)(=O)N(C)C)cc1)c1nc2ccc(F)cc2s1,6%,-8%,4.1%,26%,-7%,
O=C(c1nc2ccccn2c1CN1CCCC(O)C1)N1CCN(C2CCCCC2)CC1 (stereo not drawn),-5%,5%,0.6%,1%,2%,
COc1c(S(=O)(=O)NCCN2CCOCC2)ccc(Cl)c1Cl,1%,7%,i,-8%,-4%,
CC1(C)CC(NCc2ccccc2)CCO1 (stereo not drawn),-15%,-4%,i,-11%,-3%,
NS(=O)(=O)c1cccc(NS(=O)(=O)c2cccc(C(F)(F)F)c2)c1,-1%,-2%,1.8%,-7%,-4%,
Nc1nc2ccc(Oc3ccccc3)cc2s1,/,-10%,3.8%,/,/,
CC(C)c1ccc(CN(C)C(=O)c2ccc(S(=O)(=O)NCc3ccco3)cc2)cc1,-1%,-7%,23%,26%,/,
CCN1CCCC(OC(=O)C(c2ccccc2)c2ccccc2)C1 (stereo not drawn),-1%,1%,i,-2%,-1%,
CCn1c(SCC(=O)Nc2nnc(C)s2)nnc1-c1ccco1,/,2%,i,/,-7%,
Cc1cccc(OC(=O)CCN2C(=O)C3C4C=CC(C5CC45)C3C2=O)c1C (stereo not drawn),55%,2%,0.7%,?,-6%,
Cc1cc(C)n(CCc2nc(-c3ccc(C(C)(C)C)cc3)cs2)n1,10%,2%,0.8%,72%,-2%,
O=C(Nc1ccc(Br)cc1Cl)c1ccc(OCC2CCCO2)cc1 (stereo not drawn),3%,-4%,2.6%,38%,/,
COc1ccc(NC(=O)COC(=O)C2CC2)cc1S(=O)(=O)N1CCCCC1,6%,7%,1.1%,9%,/,
Clc1cccc(Cl)c1Cn1c(-c2cccnc2Cl)nc2ccccc21,-1%,21%,i,30%,-5%,
O=CNCCCc1nc2ccccc2n1Cc1cccc2ccccc12,-3%,7%,i,9%,2%,
Cc1ccc(C(=O)NC(=S)Nc2nc(-c3cccc([N+](=O)[O-])c3)cs2)c(Cl)c1,5%,3%,0.3%,2%,7%,
CCCCCC(=O)Nc1cc2[nH]c(=O)cc(COC)c2cc1C,8%,6%,6.2%,-2%,2%,
CC(C)[C@H](NC(=O)c1ccc([N+](=O)[O-])cc1Cl)C(=O)N1CCN(C/C=C/c2ccccc2)CC1,1%,7%,i,48%,/,
CCCCN(CCCC)CC(O)COc1ccc(Br)cc1 (stereo not drawn),9%,13%,1.1%,33%,12%,
NNC(=O)c1ccc(COc2ccccc2)cc1,15%,4%,0.5%,39%,1%,
c1ccc(-c2nc(C3CCCCC3)no2)cc1,0%,13%,2.0%,18%,-6%,
CSc1cccc(NC(=O)C2CCCN(S(=O)(=O)c3cccs3)C2)c1 (stereo not drawn),-3%,13%,7.2%,8%,-5%,
O=C(Cc1ccccc1)Nc1cccc(S(=O)(=O)N2CCCCCC2)c1,1%,-6%,4.2%,8%,/,
Cc1[nH]c2ccccc2c1/C=C/c1nc2ccccc2c(=O)n1CCO,4%,-11%,4.9%,16%,-10%,
# Continuation:
SMILES,H37Rv inhibition,influenza NS1A,VEEV TC-83 Vero,M. tuberculosis,PhoP GFP inhibition,others
COCCN(CC(=O)Nc1cccc(C)c1C)C(=O)c1oc2ccccc2c1C,8%,-3%,9.4%,42%,/,
CCO[C@H]1OC(C(=O)N2CCN(Cc3ccc4c(c3)OCO4)CC2)=C[C@@H](c2ccccc2)[C@@H]1CCCO,-1%,-2%,1.0%,9%,-30%,
CON(C)C(=O)c1ccccc1N(C)C(=O)OC(C)(C)C,-5%,2%,1.2%,-3%,/,
COc1ccc(/C=C/C(=O)OCC(=O)c2c(N)n(C)c(=O)n(C)c2=O)cc1,3%,2%,1.1%,-18%,-2%,
CC(C)c1ccc(NC(=O)NC2CCCCC2)cc1,?,0%,i,48%,-5%,
COc1ccc(CNCc2ccc3c(c2)OCO3)c(OC)c1OC,-4%,-13%,i,5%,4%,
COc1ccc(S(=O)(=O)N2CCN(C(=O)CN3C(=O)NC4(CCCC4)C3=O)CC2)cc1,-18%,-6%,2.4%,3%,-7%,
CCCCNCCCOc1ccc(C)cc1Br,3%,-8%,i,44%,2%,VEEV TC-83 Vero 10K pilot screen=0.0
O=c1oc2ccccc2n1Cc1ccccc1F,-3%,2%,i,-14%,1%,
O=C(NCC(=O)N1CC=C(c2ccccc2)CC1)c1ccc(F)cc1,4%,3%,2.7%,22%,/,
COc1ccc(NCC(=O)Nc2ccc(Cl)cc2C)c(OC)c1,?,13%,2.1%,78%,6%,
COc1ccc(OC2CCN(S(=O)(=O)c3cccc(F)c3)CC2)cc1,-2%,2%,i,15%,-4%,
CCCCn1cnc2c1c(=O)n(C)c(=O)n2C,-3%,5%,i,-17%,0%,
N#CC1(Cc2ccc([N+](=O)[O-])cc2)c2ccccc2C=CN1C(=O)c1ccccc1 (stereo not drawn),3%,0%,i,-10%,16%,
Cc1nc([N+](=O)[O-])c(N2CCN(C)CC2)n1Cc1ccccc1,-12%,2%,0.5%,-9%,-3%,
CCOC(=O)C1CCCN(C(=O)c2cc(-c3ccncc3)nc3ccccc23)C1 (stereo not drawn),-4%,-5%,11%,-1%,-2%,
O=C1CC(N2CCN(c3nc4ccccc4s3)CC2)C(=O)N1c1ccc(F)cc1 (stereo not drawn),4%,1%,0.8%,8%,-8%,VEEV TC-83 Vero 10K pilot screen=0.9
COc1ccc2oc(N)nc2c1,/,-9%,i,/,/,
O=C(CNC(=O)c1ccc(Cl)cc1)OCN1C(=O)c2ccccc2C1=O,0%,-2%,0.0%,5%,/,
CCC[C@@H](CN1CCC[C@H]1CN1C(N)=NC[C@H]1C(C)C)N1C[C@@H](Cc2ccccc2)N(CCCC2CCCC2)C1=N,?,-20%,0.3%,?,/,
CCNC(=O)COC(=O)c1ccc(-c2nc3ccccc3s2)s1,?,-10%,i,5.7µM*,0%,
Cc1ccc(S(=O)(=O)CC2CSc3nnc(C)c(=O)n32)cc1 (stereo not drawn),1%,-7%,0.6%,-8%,1%,
Cc1ccc(NC(=O)c2c(-c3ccccc3)noc2C)nc1,10%,-6%,0.5%,8%,4%,
O=C(c1ccc(Cl)nc1)N1CCc2ccccc2C1,-4%,-15%,2.2%,-2%,-6%,
CCCN(CC1CC1)C(=S)NC(=O)c1ccccc1Br,63%,-9%,0.9%,22%,/,
# Continued.
SMILES,H37Rv inhibition,influenza NS1A,VEEV TC-83 Vero,M. tuberculosis,PhoP GFP inhibition,others
O=C1C=C(c2cc(F)ccc2F)C[C@@H](c2ccc(F)cc2)C1,1%,16%,i,9%,/,
O=C(CN1C(=O)CCSc2ccccc21)Nc1ccc2c(c1)OCO2,3%,-2%,i,-2%,2%,
O=C(Nc1ccccc1)c1cc([N+](=O)[O-])ccc1N1CCNCC1,-1%,2%,6.0%,-13%,17%,
CN(C)c1ccc(C(CC(=O)c2ccccc2)C2CCCCC2=O)cc1 (stereo not drawn),9%,3%,2.7%,-23%,-1%,
Cc1cc(Cl)ccc1OCc1nc(-c2ccc(O)cc2)n[nH]1,-2%,3%,7.3%,13%,-8%,
Cc1c(C(=O)NCCc2ccc3c(c2)OCCO3)oc2ccccc12,-5%,-1%,1.5%,56%,-2%,
COc1cccc(C(=O)NCc2cccnc2)c1,-7%,-12%,i,-2%,-12%,
O=C(CCN1C(=O)c2ccccc2C1=O)Oc1ccc2ccccc2c1,?,22%,0.7%,75%,-2%,
CC1CC(=O)N(c2ccc(NCCc3ccc(O)cc3)c([N+](=O)[O-])c2)C1=O (stereo not drawn),7%,5%,12%,6%,-5%,
Cn1cc(/C=C(\C#N)C(=O)Nc2ncc(Cc3cccc(Cl)c3)s2)c2ccccc21,-2%,/,/,-16%,-12%,
COc1ccc(CNC(=O)c2cc(C3CC3)nc3c2cnn3C(C)C)cc1,-6%,-1%,7.9%,20%,/,
CCCc1nnc(NC(=O)CCC(=O)N2CCN(S(=O)(=O)c3ccc(C)cc3)CC2)s1,6%,-12%,2.7%,-4%,-1%,
COc1ccc(/C=C(/NC(=O)c2ccccc2)c2nc3ccc(Cl)cc3[nH]2)cc1OC,4%,19%,3.3%,11%,-2%,
O=C(NCCN1C(=O)S/C(=C\c2cccs2)C1=O)[C@H](Cc1ccccc1)N1C(=O)c2ccccc2C1=O,5%,/,/,11%,7%,
C=CCOC(=O)C1=C(C)OC(N)=C(C#N)C1c1ccc(OC)c(CSc2ccccn2)c1 (stereo not drawn),-3%,9%,i,29%,-2%,
CCCNC(=O)c1ccc(COc2ccc(CCC)cc2OC)o1,-4%,3%,i,33%,2%,

# Molecules listed so far that have four or more nitrogen atoms (15):
SMILES,H37Rv inhibition,influenza NS1A,VEEV TC-83 Vero,M. tuberculosis,PhoP GFP inhibition,others
O=C(O)CCC(=O)N1CCN(c2nc(-c3ccccc3)c3cc(Br)ccc3n2)CC1,10%,-12%,0.2%,39%,-12%,
CN(C)CCCN(C(=O)c1ccc(S(=O)(=O)N(C)C)cc1)c1nc2ccc(F)cc2s1,6%,-8%,4.1%,26%,-7%,
O=C(c1nc2ccccn2c1CN1CCCC(O)C1)N1CCN(C2CCCCC2)CC1 (stereo not drawn),-5%,5%,0.6%,1%,2%,
CCn1c(SCC(=O)Nc2nnc(C)s2)nnc1-c1ccco1,/,2%,i,/,-7%,
Cc1ccc(C(=O)NC(=S)Nc2nc(-c3cccc([N+](=O)[O-])c3)cs2)c(Cl)c1,5%,3%,0.3%,2%,7%,
CC(C)[C@H](NC(=O)c1ccc([N+](=O)[O-])cc1Cl)C(=O)N1CCN(C/C=C/c2ccccc2)CC1,1%,7%,i,48%,/,
COc1ccc(S(=O)(=O)N2CCN(C(=O)CN3C(=O)NC4(CCCC4)C3=O)CC2)cc1,-18%,-6%,2.4%,3%,-7%,
CCCCn1cnc2c1c(=O)n(C)c(=O)n2C,-3%,5%,i,-17%,0%,
Cc1nc([N+](=O)[O-])c(N2CCN(C)CC2)n1Cc1ccccc1,-12%,2%,0.5%,-9%,-3%,
O=C1CC(N2CCN(c3nc4ccccc4s3)CC2)C(=O)N1c1ccc(F)cc1 (stereo not drawn),4%,1%,0.8%,8%,-8%,VEEV TC-83 Vero 10K pilot screen=0.9
CCC[C@@H](CN1CCC[C@H]1CN1C(N)=NC[C@H]1C(C)C)N1C[C@@H](Cc2ccccc2)N(CCCC2CCCC2)C1=N,?,-20%,0.3%,?,/,
O=C(Nc1ccccc1)c1cc([N+](=O)[O-])ccc1N1CCNCC1,-1%,2%,6.0%,-13%,17%,
Cn1cc(/C=C(\C#N)C(=O)Nc2ncc(Cc3cccc(Cl)c3)s2)c2ccccc21,-2%,/,/,-16%,-12%,
COc1ccc(CNC(=O)c2cc(C3CC3)nc3c2cnn3C(C)C)cc1,-6%,-1%,7.9%,20%,/,
CCCc1nnc(NC(=O)CCC(=O)N2CCN(S(=O)(=O)c3ccc(C)cc3)CC2)s1,6%,-12%,2.7%,-4%,-1%,

# Rows are unselected; 1.5% or so of the library scored in one or more.
